A350 autofl: A350 region autofluorescence. Compound autofluorescence, 340/450 nm, Alexa 350 dye-equivalents; hits give high values. max dye-equivalent concentration, M. 11% of 59,000 active. AID 590; in the data active = max dye-equivalent concentration above about 10 nM; inconclusive = mostly about 1.1 nM to 9.6 nM
BRCT PPI green: inhibitors of human BRCA1 BRCT-phosphoprotein interaction (green fluorophore). P38398. 0.05% of 75,000 active. BRCA1 BRCT-phosphopeptide binding, green fluorescence polarization. Potency, µM (highest dose often 76.9 µM), for inactives: top-dose activity change, negative = inhibition, actives largely listed as inhibitors. AID 875;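 note: potency is the fitted concentration of half-maximal effect; plate controls were peptide without protein for full effect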
Target sequence (P38398 whole entry, looked up): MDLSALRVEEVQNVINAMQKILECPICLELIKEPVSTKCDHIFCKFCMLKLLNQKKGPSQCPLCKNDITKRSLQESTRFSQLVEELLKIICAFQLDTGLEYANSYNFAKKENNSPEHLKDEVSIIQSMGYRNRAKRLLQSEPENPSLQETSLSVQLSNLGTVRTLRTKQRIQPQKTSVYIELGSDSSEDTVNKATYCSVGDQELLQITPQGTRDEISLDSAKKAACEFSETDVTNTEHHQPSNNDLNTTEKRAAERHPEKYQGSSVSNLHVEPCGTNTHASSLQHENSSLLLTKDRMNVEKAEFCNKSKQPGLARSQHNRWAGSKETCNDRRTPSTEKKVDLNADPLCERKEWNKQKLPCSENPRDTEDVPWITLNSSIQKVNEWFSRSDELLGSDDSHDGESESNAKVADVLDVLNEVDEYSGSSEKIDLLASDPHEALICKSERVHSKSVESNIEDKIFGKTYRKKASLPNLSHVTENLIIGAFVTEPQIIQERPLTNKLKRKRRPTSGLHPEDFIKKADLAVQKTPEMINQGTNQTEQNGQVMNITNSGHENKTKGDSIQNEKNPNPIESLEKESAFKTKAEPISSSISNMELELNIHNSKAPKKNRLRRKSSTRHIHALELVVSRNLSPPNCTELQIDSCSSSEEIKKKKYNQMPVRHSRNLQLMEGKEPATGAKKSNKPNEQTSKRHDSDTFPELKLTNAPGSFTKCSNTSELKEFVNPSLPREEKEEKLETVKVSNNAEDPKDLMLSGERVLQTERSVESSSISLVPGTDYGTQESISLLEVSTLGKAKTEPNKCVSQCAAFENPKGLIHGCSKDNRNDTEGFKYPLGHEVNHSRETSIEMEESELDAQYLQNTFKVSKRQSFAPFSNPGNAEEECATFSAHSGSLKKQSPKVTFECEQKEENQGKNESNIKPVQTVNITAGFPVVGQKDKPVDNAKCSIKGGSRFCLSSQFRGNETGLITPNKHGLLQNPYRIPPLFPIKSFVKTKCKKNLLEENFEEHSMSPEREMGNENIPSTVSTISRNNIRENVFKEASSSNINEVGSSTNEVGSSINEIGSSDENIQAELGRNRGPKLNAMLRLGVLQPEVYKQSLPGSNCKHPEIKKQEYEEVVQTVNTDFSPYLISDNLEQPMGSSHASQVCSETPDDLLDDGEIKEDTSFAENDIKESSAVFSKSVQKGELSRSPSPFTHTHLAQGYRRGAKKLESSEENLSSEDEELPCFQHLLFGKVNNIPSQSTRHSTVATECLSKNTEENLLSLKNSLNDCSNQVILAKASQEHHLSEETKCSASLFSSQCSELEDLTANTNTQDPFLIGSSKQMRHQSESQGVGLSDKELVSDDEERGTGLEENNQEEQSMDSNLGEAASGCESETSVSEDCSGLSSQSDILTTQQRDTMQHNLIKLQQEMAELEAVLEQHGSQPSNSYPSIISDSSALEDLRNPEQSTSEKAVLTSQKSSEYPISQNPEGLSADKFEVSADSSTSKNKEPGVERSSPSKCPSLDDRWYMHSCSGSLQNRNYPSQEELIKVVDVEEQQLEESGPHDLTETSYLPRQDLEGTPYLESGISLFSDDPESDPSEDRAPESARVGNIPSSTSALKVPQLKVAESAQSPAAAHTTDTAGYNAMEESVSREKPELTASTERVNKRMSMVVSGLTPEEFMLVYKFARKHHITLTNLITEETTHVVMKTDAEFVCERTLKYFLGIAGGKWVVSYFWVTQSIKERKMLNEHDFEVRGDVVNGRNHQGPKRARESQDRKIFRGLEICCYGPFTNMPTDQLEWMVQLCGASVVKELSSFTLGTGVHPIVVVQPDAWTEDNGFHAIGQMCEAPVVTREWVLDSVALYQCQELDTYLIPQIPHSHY
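Fluorescence polarization: His-tagged BRCT (~35 kDa BRCA1 C-terminus, 250 nM) bound to 100 nM fluorescein-labeled phosphorylated 10-aa BACH1 peptide, pH 7.3 phosphate buffer with DTT and Tween 20. Compounds incubated 12 min at room temperature; inhibition read as lowered polarization.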
Hsp90 Hop PPI: changes Hsp90-Hop TPR2A binding signal, up or down; Potency, µM (top dose mostly 57 µM), for the others: at the top dose activity change, negative = inhibition; AID 595; 0.44% of 71,000 active; AlphaScreen TPR2A-His6 binding biotin-Hsp90 C-terminal peptide; active = well fitted curve in either direction with a large enough effect; inconclusive = small, poorly fitted or top-dose-only effect, or another doubt; note: potency is the fitted concentration of half-maximal effect; % is set by controls: 0 for no effect and ±100 for the full control effect; many of its hits are not listed in these tables
15-hLO inh: inhibitors of human 15-lipoxygenase (ALOX15); P16050; purified 15hLO-1, xylenol orange hydroperoxide absorbance; Potency, µM (doses to about 57.1 µM), without a hit: at the top dose activity change, negative = inhibition, actives largely listed as inhibitors; 1.4% of 74,000 active; AID 887; note: potency is the fitted concentration of half-maximal effect; % is set by controls: 0 for no effect and ±100 for the full control effect; nearly all actives have a fitted effect of over 55% in size
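Purified human 15hLO-1 (40 nM final) in 25 mM Hepes pH 7.5, 0.01% Triton X-100 was preincubated with compound 15 min at room temperature, then reacted 6 min with 50 uM arachidonic acid; hydroperoxide detected by Fe-XO, 573/405 nm absorbance ratio.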
HBB splicing: alters splicing of the hemoglobin beta chain. HBB splicing reporter cell assay, activation; EGFP reporter with mutant IVS2-654 intron; response scale: normalised to 500 nM splice-correcting PNA. Potency, µM (titrated, usually from 46.1 µM), for inactives: at the top dose activation, most hits filed as activators. 0.06% of 65,000 active. AID 925; note: potency is the fitted concentration of half-maximal effect; 0% is about no effect
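HeLa cells stably expressing EGFP interrupted by mutant beta-globin intron 2 (IVS2-654), 500/well in 2% FCS. Treated with compound for 2 days at 37C. Splicing correction scored as total well GFP intensity (488 nm excitation, 500-520 nm emission); 500 nM antisense PNA served as control.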
UbGFP stabilizer: ubiquitin-GFP accumulation via proteasome inhibition. Ubiquitin-GFP reporter cells, proteasome inhibition, GFP fluorescence; response scale: untreated = 0%, 10 µM MG-132 = 100%. Potency, µM (doses to about 45.9 µM), without a hit: at the highest dose activation (GFP accumulation), most hits filed as activators. 67,000 tested, under 10 active. AID 526; active = well fitted activation curve with a large enough effect, not every such curve was filed as active; inconclusive = small, poorly fitted or top-dose-only effect, or another doubt; inactive = no such curve, though single readings can be large or run the other way; note: potency is the fitted concentration of half-maximal effect
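U2OS Ub(G76V)-GFP reporter; O/N plating, 0.5% FBS; cpd 46 uM–2.9 nM, 4 h, 37 °C; GFP+ cell count, 488/515 nm; norm. to basal vs 10 uM MG-132; CRC fit.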
4-MU autofl: compounds fluorescent in 4-MU spectral region; compound autofluorescence, 340/450 nm, 4-MU equivalents; hits give high values; max dye-equivalent concentration, M; 11% of 59,000 active; AID 589; in the data active = max dye-equivalent concentration above about 10 nM; inconclusive = mostly about 1.1 nM to 9.6 nM
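Compounds in 100 mM Tris, pH 8.0, sat 15 min at room temperature before fluorescence was read at 340 nm excitation/450 nm emission; a per-plate six-point 4-MU standard curve converted signals to dye-equivalent concentration at each compound concentration.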
GFP derepression: epigenetic modulators derepressing GFP locus in mouse cells; mouse C127i GFP locus derepression, cytometry, 30 h; Potency, µM (highest dose often 46.1 µM), for the others: at the highest dose GFP derepression (activation); 0.09% of 68,000 active; AID 597; note: % of control where 0% means no effect
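Derepression screen: silenced CMV-GFP reporter in murine C127i cells, 30 h compound incubation at 37 C, washed cells imaged by laser-scanning cytometer to enumerate GFP-expressing objects of 20 to 120 um.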
BRCT PPI red: BRCT-phosphoprotein interaction inhibition (red fluorophore); BRCT-phosphopeptide binding, red fluorescence polarization; 0.03% of 75,000 active; AID 892; Potency, µM (highest dose often 76.9 µM), inactives show top-dose activity change, negative = inhibition, hits mostly inhibitors; note: % is set by controls: 0 for no effect and ±100 for the full control effect
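Fluorescence polarization: 100 nM His-tagged BRCA1 BRCT with 100 nM TAMRA-labelled phospho-BACH1 decapeptide, phosphate buffer pH 7.3 with 150 mM NaCl, DTT, 0.01% Tween 20; 12 min RT. Binding inhibition seen as FP decrease.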
DNA Pol III inh: DNA polymerase III holoenzyme inhibition | 0.25% of 71,000 active | Potency, µM (highest dose often 57.1 µM), inactives show at the top dose activity change, negative = inhibition | reconstituted DNA polymerase III holoenzyme replication, biochemical | AID 603; note: potency is the fitted concentration of half-maximal effect; % is set by controls: 0 for no effect and ±100 for the full control effect
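Reconstituted *E. coli* holoenzyme (0.35 nM Pol III, 1 nM beta, 154 nM SSB, 2 nM primase) was preincubated with compound for 15 min at RT. Synthesis on 1.4 nM ssM13Gori ran 35 min, then was stopped with PicoGreen/EDTA and read as dsDNA fluorescence.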
CRE Fsk mod: modulators of forskolin-stimulated CRE signaling in CHO cells; CHO CRE-bla reporter (cAMP response element driving beta-lactamase), forskolin EC10, beta-lactamase ratio; Potency, µM (doses to about 38.2 µM), for the others: at the top dose activity change, negative = inhibition, most hits filed as activators; 2.5% of 71,000 active; AID 662; active = well fitted activation curve with a large enough effect in the signal ratio, with a control signal flat, not every such curve was filed as active; inconclusive = small, poorly fitted or top-dose-only effect, or effect the other way, or a change in a side signal; the % refers to the signal ratio; note: potency is the fitted concentration of half-maximal effect; % of control where 0% means no effect
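Beta-lactamase reporter under a cAMP responsive element in CHO cells; compounds tested in titration series against EC10 NKH 477, 3 h at 37 °C. Read-out: CCF4 FRET ratio 460nm/530nm (excitation 405nm) giving %Activity, fitted to AC50.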
Numbers without * were called inactive; i = inactive; ? = inconclusive; . = not tested or not shown; & = joins results of further samples; [ ] = dose if it differs, or a comment. Unless noted, calls come from the whole dose curve; as a rule, active = well fitted curve in the direction sought with a large enough effect; inconclusive = small, poorly fitted or top-dose-only effect, or another doubt; inactive = no such curve, though single readings can be large; an effect the other way counts as inactive or inconclusive. Not all compounds are listed. The share of hits here may be higher or lower than overall.

1. CC(C)(C)c1ccc(O)c(C[N+](C)(C)C)c1
2. Oc1ccc2[nH]cc(CCCCN3CC=C(c4ccccc4)CC3)c2c1
3. Clc1ccc2c(N3CCNCC3)ccnc2c1
4. CCC1(C)CC(=O)NC(=O)C1
5. CCC(Cl)[N+](=O)[O-] (centres undefined)

assay / entry,1,2,3,4,5
BRCT PPI green,2.5%[15.4 µM],-1.8%,-1.7%,-1.9%[34.4 µM],-2.4%
15-hLO inh,5%[11.4 µM],11%[25.6 µM],-5%,6%[25.6 µM],-5%
Hsp90 Hop PPI,-2%[11 µM],-15%,-2%,-6%[26 µM],-3%
4-MU autofl,i,.,i,i,.
DNA Pol III inh,8%[11.4 µM],-5%,-3%,10%[25.6 µM],-5%
UbGFP stabilizer,-3%[9.17 µM],0%,0%,-4%[20.5 µM],.
CRE Fsk mod,4%[7.6 µM],?,?,-7%[17.1 µM],1%
HBB splicing,2.3%[9.22 µM],.,-0.6%,1.4%[20.6 µM],-0.2%
A350 autofl,i,.,i,i,.
BRCT PPI red,-0.4%[15.4 µM],0.6%,-1.8%,-0.5%[34.4 µM],2.1%
GFP derepression,-1%[9.22 µM],0%,0%,9%[20.6 µM],.

Screen by screen, as entered above:
15-hLO inh, nos. 1–5, in order: 5%[11.4 µM], 11%[25.6 µM], -5%, 6%[25.6 µM], -5%
DNA Pol III inh, nos. 1–5, in order: 8%[11.4 µM], -5%, -3%, 10%[25.6 µM], -5%

The list goes on:
6. O=P(O)(O)Cc1ccccc1OP(=O)(c1ccccc1)c1ccccc1
7. C[C@]12CCC(=O)C=C1CCC1C2CC[C@@]2(C)C1CC[C@@]2(O)CC#N (some centres undefined)
8. CCCCn1c(O)c(C(C)=Nc2ccc(C(=O)O)cc2)c(=O)[nH]c1=O
9. N[C@H](CCCCCP(=O)(O)O)C(=O)O
10. CC[C@H]1[C@@H]2C[C@@H]3[C@@H]4N(C)c5ccccc5[C@@]45C[C@@H]([C@H]2[C@@H]5O)N3[C@@H]1O

assay / entry,6,7,8,9,10
BRCT PPI green,-1.5%,0.1%,-0.8%,-3.4%&1.6%,.
15-hLO inh,4%,17%,1%,14%&-2%,.
Hsp90 Hop PPI,0%,0%,-2%,?,-1%
4-MU autofl,i,i,?,i,i
DNA Pol III inh,1%,-8%,-4%,-7%&-4%&-2%&-7%,-8%
UbGFP stabilizer,-2%,-9%,0%,1%&0%&7%&-6%,-1%
CRE Fsk mod,?,-4%,-11%,-9%&1%&-4%&6%,-18%
HBB splicing,4.0%,-5.5%,1.3%[1.84 µM],0.1%&2.6%,.
A350 autofl,i,i,?,i,i
BRCT PPI red,-1.7%,-0.2%,-1.1%,-1.1%&1.3%,.
GFP derepression,-1%,-4%,4%,1%&-1%&-1%&0%,-5%[9.22 µM]

11. CO[C@@H]1CC=C2CCN3CCC4=C(CC(=O)OC4)[C@]23C1
12. O=C(O)c1cc(Cl)ccc1Cl
13. Cc1ccccc1C1=NCC(=O)N(CC(=O)NCc2ccco2)c2sc3c(c21)CCCC3
14. Cc1c(C(=O)c2cccc3ccccc23)c2cccc3c2n1[C@H](CN1CCOCC1)CO3
15. CC(C)(C)NC[C@H](O)c1cc(Cl)c(N)c(Cl)c1

assay / entry,11,12,13,14,15
BRCT PPI green,-1.8%,-2.2%,4.2%,-3.9%,-2.7%[34.4 µM]
15-hLO inh,6%,-7%,25µM*,?,11%[25.6 µM]
Hsp90 Hop PPI,-9%,0%,-7%,?,-3%[26 µM]
4-MU autofl,i,.,i,i,i
DNA Pol III inh,7%,-5%,-3%,0%,-2%[25.6 µM]
UbGFP stabilizer,-3%,.,8%,3%,6%[20.5 µM]
CRE Fsk mod,3%,-1%,-25%,?,-2%[17.1 µM]
HBB splicing,0.8%,1.0%,-1.4%,-0.5%,2.5%[20.6 µM]
A350 autofl,i,.,i,i,i
BRCT PPI red,-2.9%,0.0%,-3.7%,-3.1%,0.0%[34.4 µM]
GFP derepression,-2%,.,2%,-1%,0%[20.6 µM]

16. CCN(CC)C(=O)c1ccc(NC(=O)c2cc(-n3cnnc3)ccc2Cl)cc1
17. CCOc1cc(C(=O)N2CCC3(CC2)OCCO3)cc(OCC)c1OCC
18. COC(=O)C(O)(c1c(C)[nH]n(-c2ccccc2)c1=O)C(F)(F)F (centres undefined)
19. NO
20. C=CC(=C)C

assay / entry,16,17,18,19,20
BRCT PPI green,1.5%,-0.1%,0.0%,-3.2%,-2.1%
15-hLO inh,0%,1%,?,31%[activator],6%
Hsp90 Hop PPI,-3%,-2%,-28%,-9%,0%
4-MU autofl,i,i,i,i,.
DNA Pol III inh,-1%,-1%,-19%,-10%,-3%
UbGFP stabilizer,1%,-1%,-2%,5%,.
CRE Fsk mod,-8%,3%,-17%,1%,-11%
HBB splicing,1.4%,1.5%,-1.9%,2.1%,-0.1%
A350 autofl,i,?,i,i,.
BRCT PPI red,-0.8%,-0.7%,-1.7%,-4.4%,-0.5%
GFP derepression,3%,9%,4%,0%,.

21. O=NN1CCCCC1
22. CCC1(CC)C(=O)C=CNC1=O
23. Brc1ccc(Oc2ccc(Br)cc2Br)c(Br)c1
24. Cc1ccc2cccc(OC(=O)N(C)c3ccccc3)c2n1
25. O=C1C=C2C=C[C@H]3C[C@@]2(O1)[C@H]1CCCCN31

assay / entry,21,22,23,24,25
BRCT PPI green,-2.2%,-1.4%[3.08 µM],-5.7%,-0.6%,-0.8%[34.4 µM]
15-hLO inh,7%,1%,-5%,6%,10%[25.6 µM]
Hsp90 Hop PPI,2%,-7%[26 µM],32µM*,-1%,-3%
4-MU autofl,.,i,.,.,i
DNA Pol III inh,-2%,-5%[25.6 µM],11%,3%,-3%
UbGFP stabilizer,.,2%[20.5 µM],.,7%,1%
CRE Fsk mod,-4%,0%[17.1 µM],24%,-1%,?
HBB splicing,-0.5%,1.6%[20.6 µM],-0.3%,-1.7%[9.22 µM],-0.9%[20.6 µM]
A350 autofl,.,i,.,.,i
BRCT PPI red,-0.4%,-2.8%,-2.0%,-0.3%,-0.6%[34.4 µM]
GFP derepression,.,10%[20.6 µM],.,-2%,-5%[9.22 µM]

26. O=C1NC(=O)C(Cc2cccs2)C(=O)N1
27. N[C@@H](Cc1c[nH]c2ccccc12)c1nnc(SCc2ccc(Cl)cc2)o1
28. O=C(Nc1ccccc1)N1CC[C@@]2(CCCNC2)C1
29. Nc1ccc(Cl)c(Cl)c1
30. Cc1cc(-c2cc(C)c(N)c(C)c2)cc(C)c1N
31. O=C(CN1CC(c2ccccc2)CC1=O)Nc1ccccc1 (centres undefined)
32. COc1ccc2c(c1)CC1(CN2C)C(=O)NC(=O)N(c2ccc(F)cc2)C1=O (centres undefined)
33. O=NO

assay / entry,26,27,28,29,30,31,32,33
BRCT PPI green,-2.5%,1.8%,-1.1%,-1.1%,-1.6%,-2.5%,0.0%,1.0%&-2.2%
15-hLO inh,-12%,-17%,-4%,3%,-5%,7%,?,?
Hsp90 Hop PPI,-2%,-4%,-2%,-6%,-6%,-2%,1%,0%&-1%
4-MU autofl,i,i,i,.,.,.,i,.
DNA Pol III inh,-3%,4%,11%,5%,-1%,-5%,1%,-5%&-1%
UbGFP stabilizer,1%,10%,-4%,.,.,0%,9%,.
CRE Fsk mod,5%,?,-6%,-12%,1%,-7%,16%,-2%&-1%
HBB splicing,-0.4%,2.8%[1.84 µM],2.7%,-0.3%,-1.6%,-0.4%,3.7%[1.84 µM],0.3%&1.1%
A350 autofl,i,i,i,.,.,.,?,.
BRCT PPI red,-1.3%,-0.9%,-0.2%,0.8%,1.4%,-1.5%,0.6%,0.5%&0.9%
GFP derepression,-1%,-2%,5%[9.22 µM],.,.,-6%,-2%,.

Filtered by structure, those above with a thiophene ring, fused or not
13. Cc1ccccc1C1=NCC(=O)N(CC(=O)NCc2ccco2)c2sc3c(c21)CCCC3
26. O=C1NC(=O)C(Cc2cccs2)C(=O)N1

assay / entry,13,26
BRCT PPI green,4.2%,-2.5%
15-hLO inh,25µM*,-12%
Hsp90 Hop PPI,-7%,-2%
4-MU autofl,i,i
DNA Pol III inh,-3%,-3%
UbGFP stabilizer,8%,1%
CRE Fsk mod,-25%,5%
HBB splicing,-1.4%,-0.4%
A350 autofl,i,i
BRCT PPI red,-3.7%,-1.3%
GFP derepression,2%,-1%
